Tau FP inhib: qHTS for Inhibitors of Tau Fibril Formation, Fluorescence Polarization. 280,000 tested, 0.39% active. K18 P301L tau heparin fibrillization, Alexa594 FP, 6 h. Microtubule-associated protein tau (Homo sapiens), P10636. AID 1468, 2008. Potency, µM (highest dose often 57.7 µM), for the others: at the top dose activity, negative = inhibition, hits mostly inhibitors; further: on the % scale 0 is the no-effect control and ±100 the full control effect; nearly all actives have a fitted effect of over 55% in size
Target sequence (P10636 561-689 P618L limits assumed): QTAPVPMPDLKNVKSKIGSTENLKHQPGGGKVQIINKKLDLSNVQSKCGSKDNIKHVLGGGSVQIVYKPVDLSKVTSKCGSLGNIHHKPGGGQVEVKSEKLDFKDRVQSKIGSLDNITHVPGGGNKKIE
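Read-out: fluorescence polarization of Alexa 594-labeled tau (0.24 uM), 555 nm excitation, 632 nm emission. Mixtures held 15 uM unlabeled K18 P301L, compound and 20 uM heparin, pH 7 acetate buffer, incubated 6 hr at 37 C.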
GAA inh: qHTS Assay for Inhibitors of Human alpha-Glucosidase as a Potential Chaperone Treatment of Pompe Disease | 200,000 tested, 0.005% active | AID 1466, 2008 | Lysosomal alpha-glucosidase (Homo sapiens), P10253 | Potency, µM (doses to about 76.9 µM), inactives show at the highest dose activity change, negative = inhibition, hits mostly inhibitors | purified human GAA, 4-MU-alpha-glucoside fluorescence;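 further: plate controls were uninhibited enzyme wells for no effect and no-enzyme background for full effect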
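Endpoint fluorogenic read: 20 min room-temperature reaction of 4 nM human alpha-glucosidase with 400 uM 4-methylumbelliferyl-alpha-D-pyranoside, pH 5.0, quenched with 1M NaOH/1M glycine pH 10. AC50 from Hill modeling.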
aGal spleen mod: qHTS Assay for Inhibitors and Activators of Human alpha-Galactosidase From Spleen Homogenate. Alpha-galactosidase A (Homo sapiens), P06280. human spleen homogenate, 4MU-alpha-Gal fluorescence, 40 min. Potency, µM (top dose mostly 80 µM), for the others: at the highest dose activity change, negative = inhibition, hits mostly inhibitors. 240,000 tested, 0.008% active. AID 2107, 2009;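 further: 0% = enzyme with vehicle and -100% = no enzyme basal signal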
Target sequence (P06280 32-429 limits assumed): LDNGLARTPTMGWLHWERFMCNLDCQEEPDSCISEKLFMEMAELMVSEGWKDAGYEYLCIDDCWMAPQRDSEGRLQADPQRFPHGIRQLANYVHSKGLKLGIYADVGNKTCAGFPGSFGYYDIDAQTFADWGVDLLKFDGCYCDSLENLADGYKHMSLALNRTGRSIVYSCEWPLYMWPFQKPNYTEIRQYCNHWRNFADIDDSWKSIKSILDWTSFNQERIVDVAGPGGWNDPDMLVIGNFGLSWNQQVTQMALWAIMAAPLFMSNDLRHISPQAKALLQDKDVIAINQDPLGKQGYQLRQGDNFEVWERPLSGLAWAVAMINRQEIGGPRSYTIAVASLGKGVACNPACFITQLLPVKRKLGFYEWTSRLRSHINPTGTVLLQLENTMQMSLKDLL
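Spleen homogenate 1 ug + cpd (titration) + 4-MU-alpha-D-galactopyranoside 1 mM; 37C 40 min; 50 mM citrate/phosphate pH 5.0, 0.01% Tween-20; stop pH 10; fluorescence 365/440; AC50 via Hill.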
GAA glycogen mod: qHTS Assay for Inhibitors and Activators of Human alpha-Glucosidase Cleavage of Glycogen; Lysosomal alpha-glucosidase (Homo sapiens), P10253; recombinant GAA, glycogen substrate, Amplex Red glucose oxidase fluorescence; AID 2100, 2009; Potency, µM (titrated, usually from 76.4 µM), inactives show at the top dose activity change, negative = inhibition, most hits filed as inhibitors; 300,000 tested, 0.38% active;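 further: 0% = full enzyme reaction and -100% = no-enzyme basal signal; the screen sought inhibitors and activators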
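Recombinant enzyme (4 nM final) with compounds titrated up to 77 uM and bovine liver glycogen (30 ug) in citrate pH 5.0, 0.01% Tween-20, 37 C 40 min. Released glucose detected by Amplex Red/glucose oxidase (Ex 573/Em 610); AC50 from Hill fits.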
Tau fluor counter: Counterscreen qHTS for Inhibitors of Tau Fibril Formation, Fluorescence Polarization; tau K18 P301L Alexa594 fluorescence, heparin fibrillization; Potency, µM (highest dose often 57.7 µM), inactives show at the highest dose activity change, negative = decrease; 280,000 tested, 0.93% active; AID 1463, 2008; further: on the % scale 0 is the no-effect control and ±100 the full control effect; nearly all actives have a fitted effect of over 55% in size
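Human K18 P301L tau (15 uM unlabeled plus 0.24 uM Alexa 594-labeled, final) in 100 mM sodium acetate pH 7 was mixed with compound and 20 uM heparin and incubated 6 hr at 37 C.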
aGlu spleen mod: qHTS Assay for Inhibitors and Activators of Human alpha-Glucosidase From Spleen Homogenate; Lysosomal alpha-glucosidase (Homo sapiens), P10253; human spleen homogenate, 4-MU-alpha-glucoside fluorescence; Potency, µM (top dose mostly 79.9 µM), inactives show at the top dose activity change, negative = inhibition, actives largely listed as inhibitors; 240,000 tested, 0.006% active; AID 2112, 2009;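 further: 0% = enzyme with vehicle and -100% = no enzyme basal signal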
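Human spleen homogenate (1 ug) with 4-methylumbelliferyl-alpha-D-glucopyranoside (1 mM final) in 50 mM citrate/phosphate pH 5.0, 0.01% Tween-20; 40 min at 37 C. Stopped at pH 10; 4-MU fluorescence Ex 365/Em 440 nm; AC50 by Hill fit.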
Tau ThT inhib: qHTS for Inhibitors of Tau Fibril Formation, Thioflavin T Binding | Microtubule-associated protein tau (Homo sapiens), P10636 | recombinant tau K18 P301L (four-repeat tau fragment), heparin-induced fibrillization, ThT fluorescence | Potency, µM (highest dose often 57.4 µM), for inactives: top-dose activity, negative = inhibition, usual class: inhibitors | 270,000 tested, 2.1% active | AID 1460, 2008; further: on the % scale 0 is the no-effect control and ±100 the full control effect; nearly all actives have a fitted effect of over 55% in size
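In this qHTS, human K18 P301L tau is incubated with compound and heparin for 6 hr at 37 C, and Thioflavin T fluorescence then reports fibril load.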
HTT cytoprotect: qHTS Multiplex Assay to Identify Dual Action Probes in a Cell Model of Huntington: Cytoprotection (ATP); PC12 HTT-Q103 induced, cytoprotection, ATP luminescence, 40 h; Potency, µM (doses to about 56.4 µM), for inactives: cytoprotection (ATP increase), most hits filed as activators; 230,000 tested, 0.14% active;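 further: % of control where 0% means no effect; nearly all actives have a fitted effect of over 45% in size; toxic huntingtin expression switched on by the ecdysone agonist tebufenozide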
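Readout: ATPlite luminescence (ATP level). Model: stable PC12, inducible Htt exon1 Q103-GFP. Inducer: tebufenozide, 100 nM final. Compounds: dose series. No G418 in medium.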
The depositor's hits bear a star; ? = inconclusive; nt = no result given; & = joins results of further samples; [ ] = remark or other dose. The call rests on the fitted dose curve; in most records, active means well fitted curve in the direction sought with a large enough effect; inconclusive means small, poorly fitted or top-dose-only effect, or another doubt; inactive means no such curve, though single readings can be large; an effect the other way counts as inactive or inconclusive. Potency means the concentration at half of the fitted maximal effect.

SMILES	Tau FP inhib	GAA inh	aGal spleen mod	GAA glycogen mod	Tau fluor counter	aGlu spleen mod	Tau ThT inhib	HTT cytoprotect
CCn1c(SCC(=O)Nc2ccc(Cl)cc2)nc2nc3c(cc2c1=O)CCCC3	11%	4%	-2%	19%	-10%	2%	-5%	14%[10 µM]
CCOc1ccc(Nc2nc(Cc3nnc(SCC(N)=O)o3)cs2)cc1	0%	0%	6%	?	-15%	5%	?	-8%[10 µM]
COCCSc1ccccc1C(=O)Nc1ccncc1	4%	-8%	1%	2%	0%	3%	6%	8%
Cc1cn(C(=O)CN2C(=O)c3ccccc3C2=O)c(C)n1	-7%	-3%	-4%	9%	-4%	-2%	-12%	7%
N#CC1=C(N)N(c2ccccc2)C2=C(C(=O)CCC2)C1c1cccs1 (configuration not stated)	-15%	-3%	-1%	-14%	-20%	-27%	?	19%[10 µM]
CCOC(=O)C1CCCN(S(=O)(=O)c2ccc3c(c2)CCN3C(=O)CC)C1 (configuration not stated)	5%	nt	nt	-2%[76.3 µM]	-8%	nt	-1%	nt
COc1cc(/C=N/NC(=O)c2cccnc2)ccc1OCC(=O)Nc1ccc(C)cc1	-18%	?	7%	2%	-3%	-4%	?	13%[10 µM]
C/C(=C\c1ccco1)CN1CCN(Cc2ccc(C)o2)C(CCO)C1 (configuration not stated)	5%	9%	-2%	5%	-1%	1%	-12%	nt
NC(=O)c1nn(-c2ccc(Cl)cc2Cl)c(=O)cc1O	-2%	-1%	-5%	28%	5%	-3%	5%	nt
CCN(Cc1ccncc1)C(=O)c1ccccc1NS(=O)(=O)c1ccc(F)cc1	-10%	-23%	-5%	1%	-3%	-1%	-1%	-27%
Cc1ccc2n(n1)c(=O)c(Cc1ccccc1)c([O-])[n+]2-c1ccccc1	4%	-1%	3%	-3%	6%	-17%	0%	7%[10 µM]
Cc1ccc2nc(-c3ccc(Cl)c(NC(=O)c4cccnc4)c3)oc2c1	-3%	nt	nt	-4%[76.3 µM]	-3%	nt	-3%	nt
CCOC(=O)c1[nH]ncc1CN1CCC(Cc2ccccc2)(C(=O)OCC)CC1	1%	nt	11%	-8%	-6%	1%	-3%	1%[10 µM]
Cc1nn(C)c(C)c1S(=O)(=O)N(CC(=O)NCCCOC(C)C)c1ccc(C(C)C)cc1	-4%	?	6%	2%	-7%	-1%	-9%	-5%
C=CCn1c(SCc2ccc(C(=O)Nc3ccccc3)cc2)nnc1-c1ccccc1	0%	-6%	-5%	0%	-19%	-21%	2%	?
Cc1cc2oc(C(=O)Nc3ccc(S(=O)(=O)N(C)c4ccccc4)cc3)cc(=O)c2cc1C	-17%	nt	nt	-15%[76.3 µM]	-3%	nt	3%	nt
Cc1cc2ccccc2nc1SCC(=O)N1CCCC1	-2%	1%	-6%	0%	-8%	-6%	-10%	16%
CCc1ccc(C2C3=C(CCCC3=O)OC3=C2C(=O)CCC3)cc1	5%	-3%	-3%	2%	4%	-8%	1%	28%[10 µM]
Cc1ccccc1-c1ccc(=O)n(CC(=O)Nc2ccc(-n3cnnn3)cc2)n1	-7%	nt	4%	-4%	-20%	-2%	-5%	-1%[10 µM]
O=C(O)c1ccc(CN2CCCCC2)o1	-1%	-5%	-1%	0%	-1%	8%	-2%	4%[10 µM]
Cc1ccc(C)c2c1cc(C)c1nnc(SCC(=O)NCc3ccc4c(c3)OCO4)n12	-9%	-15%	1%	-4%	-13%	-1%	-16%	-6%[10 µM]
O=C1c2ccccc2C(Nc2cccnc2)N1Cc1ccc2c(c1)OCO2 (configuration not stated)	3%	-7%	-6%	0%	-4%	-9%	6%	-1%
O=C(NCc1ccco1)C1CC(c2ccc(F)cc2)=NO1 (configuration not stated)	5%	-15%	3%	3%	0%	7%	-3%	-16%[10 µM]
Nc1o[nH]c(=O)c1Cc1ccccc1	-15%	nt	8%	5%	-7%	0%	-5%	15%[10 µM]
O=C(CNc1ccc(Br)cc1)NNC1=NCCC1	-2%	6%	-5%	-3%	-7%	-1%	-6%	nt
COc1cccc(C(C(=O)NCc2ccccc2)N(C(=O)Cn2nnc3ccccc32)c2cccc(C(C)=O)c2)c1 (configuration not stated)	-2%	nt	nt	16%[76.3 µM]	-3%	nt	3%	nt
Cc1ccc(C(O)c2nccn2C)o1 (configuration not stated)	-8%	-8%	6%	15%	-9%	5%	-15%	-26%[10 µM]
COc1c(C)cc(C(=O)C2CCCN(C(=O)c3ccoc3)C2)cc1C (configuration not stated)	2%	-1%	-7%	-6%	-13%	4%	-10%	0%[10 µM]
Cc1cccc(OCC(=O)Nc2nnc(-c3ccco3)s2)c1	2%	-3%	9%	5%	7%	5%	?	-29%
Nc1c(-c2ccccc2)c(CSc2nc3ccccc3[nH]2)nn1-c1cccc(Cl)c1	1%	5%	2%	6%	2%	0%	3%	-25%[10 µM]
Cc1cccc(NC(=O)CSc2nnc(-c3ccncc3)n2C)c1	5%	6%	3%	7%	5%	0%	-6%	-6%
Cc1ccc(NC(=O)COC(=O)c2cc(Cl)cc(Cl)c2)c(Br)c1	-5%	-5%	-3%	0%	10%	-5%	6%	32%[10 µM]
CC(C)CCNC(=O)c1ccc(Cl)c(N)c1	7%	6%	5%	-7%	3%	7%	3%	-42%[inhibitor]
NC(=O)CSc1nc(-c2ccccc2Cl)ns1	4%	-1%	-1%	10%	-4%	-1%	-9%	2%[10 µM]
Cc1cc(C(=O)CSc2n[nH]c(N)n2)c(C)n1-c1ccc(F)cc1	3%	-3%	-8%	9%	-3%	5%	-7%	10%[10 µM]
Cc1nc2c(cnn2-c2ccc(Cl)cc2)c(=O)n1-c1ccc(N2CCC(C)CC2)cc1	-4%	-1%	1%	10%	-8%	4%	-15%	-27%
Cc1ccc(CNc2nc3ccc(C)cc3n3cnnc23)cc1	7%	-6%	-1%	6%	-12%	0%	-6%	-70%[inhibitor]
CN(Cc1ccccc1)C(=O)c1nn2cccnc2c1Cl	-1%	3%	5%	-11%	1%	7%	-1%	nt
Fc1ccc2c(c1)C(c1ccncc1)=NNC(c1ccc(Cl)cc1)=N2	2%	1%	-5%	2%	-27%	-1%	?	-29%
c1cncc(Oc2cccc(Oc3cccnc3)c2)c1	13%	3%	2%	5%	10%	2%	4%	25%[10 µM]

Record cards (already shown). Order of screens: Tau FP inhib, GAA inh, aGal spleen mod, GAA glycogen mod, Tau fluor counter, aGlu spleen mod, Tau ThT inhib, HTT cytoprotect
O=C(CNc1ccc(Br)cc1)NNC1=NCCC1 as listed: -2%, 6%, -5%, -3%, -7%, -1%, -6%, nt
Cc1ccc(C)c2c1cc(C)c1nnc(SCC(=O)NCc3ccc4c(c3)OCO4)n12 as listed: -9%, -15%, 1%, -4%, -13%, -1%, -16%, -6%[10 µM]

Remaining list, next part.
SMILES	Tau FP inhib	GAA inh	aGal spleen mod	GAA glycogen mod	Tau fluor counter	aGlu spleen mod	Tau ThT inhib	HTT cytoprotect
O=C(Nc1cccnc1)c1ccc(NC(=O)c2ccco2)cc1	5%	-4%	8%	0%	10%	-3%	8%	11%
O=C(c1cc[n+]([O-])cc1)N1CCc2c([nH]c3ccccc23)C1c1ccccc1Cl (configuration not stated)	-4%	?	-5%	-3%	-13%	1%	-6%	-2%[10 µM]
O=C(CCC1CCCC1)Nc1nnc(-c2ccc3c(c2)OCO3)s1	-4%	5%	0%	0%	-3%	2%	10%	25%[10 µM]
O=C(Nc1nc2c(s1)CCCC2)c1ccc(Br)o1	-5%	1%	15%	0%	-12%	-4%	?	-80%[inhibitor]
O=C(NC(=O)c1ccccc1)Nc1ccc(-n2nc(C(F)(F)F)cc2C(F)(F)F)cc1	-2%	nt	nt	-4%[76.3 µM]	-2%	nt	3%	nt
CCOC(=O)C1=C(N)N2C(=O)C(C)SC2=C(C(=O)OC)C1c1ccccc1OC (configuration not stated)	-13%	-3%	-2%	-9%	-17%	-3%	?	-4%[0.074 µM]
CCOC(=O)CNC(=O)CSc1nc(NCc2ccccc2)nc(N(C)C)n1	2%	-2%	-16%	-7%	4%	-3%	-1%	4%[10 µM]
O=C(CN1CCOCC1)N1CCN(c2ccc([N+](=O)[O-])cc2)CC1	-2%	10%	6%	13%	-8%	-1%	-6%	-24%[10 µM]
O=C(Cn1cnc2c(cnn2-c2ccccc2)c1=O)N1CCOCC1	3%	-12%	2%	8%	3%	-2%	-3%	1%[10 µM]
Cc1cnc(C(=O)NCc2ccc(Cl)cc2Cl)cn1	-3%	3%	-3%	-9%	-3%	-4%	3%	-67%[inhibitor]
O=C(CCCn1c(=O)[nH]c2ccsc2c1=O)Nc1ccc(F)cc1	2%	-4%	9%	-6%	2%	5%	-2%	-15%
CCNC(=O)c1cc2ccccc2o1	0%	-2%	-5%	-4%	-9%	-4%	-7%	nt
CCCCN1CCC(CCC(=O)c2cc(Cl)c(N)cc2OC)CC1	6%&-6%	nt	2%&-9%	nt	2%&-10%	1%&-3%	3%&-1%	-68%&8%[inhibitor]
CCOC(=O)C(CCCOc1cccc(OC)c1)C(=O)OCC	8%	1%	3%	-11%	-16%	-1%	-17%	4%
Cc1onc(-c2c(F)cccc2Cl)c1C(=O)NCCCN1CCOCC1	-2%	-5%	11%	8%	6%	2%	3%	1%
Cn1c(=O)oc2cc(S(=O)(=O)NCCC(=O)N3CC=C(c4ccccc4)CC3)ccc21	2%	-8%	-4%	0%	-8%	-11%	-9%	-11%
